Screening data deposited in PubChem by The Scripps Research Institute Molecular Screening Center.
PLCb3 inh: inhibitors of human phospholipase C beta3; Q01970; Purified PLC-beta3, fluorogenic substrate, fluorescence; inhibition, % at 12.2 µM; hit rate 0.18% among 370,000; AID 720704; in the data active means inhibition above about 11%;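 further: 0% = median of compound wells on plate and 100% = full blocker control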
PLCg1 inh: PLC-gamma1 (human) inhibition, primary screen | P19174 | purified PLC-gamma1, fluorogenic substrate, fluorescence | inhibition, % at 12.2 µM | hit rate 0.84% among 370,000; in the data active means inhibition above about 9.5%
DDE Tn7 FP inh: DD(E)-Tn7 binding inhibition, primary FP screen; hit rate 0.13% among 370,000; inhibition, % at 8.3 µM; FP displacement of FITC-Tn7 peptide from fibrin DD(E); 0% = median of compound wells per plate; P02675;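 active means inhibition above the mean of compounds falling within the control limits plus 3 SD of them, cut at about 14% in these data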;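 further: 0% = plate median of compound wells and 100% = 10 µM Aha-Tn7 peptide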
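System: human fibrin DD(E); quantity: Fibrin-DD(E) at 2 µM final; also added: fluorescent Tn7 probe at 0.1 µM; compound dosing: single nominal test concentration of 8.3 µM per compound; schedule: 10 min preincubation, 3 h with tracer, room temperature; detection: fluorescence polarization of the labelled Tn7 tracer; repeats: one replicate per compound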
proKLK7 act: proKLK7 (human) activation, primary screen; activation, % at 7 µM; purified proKLK7, EDANS-DABCYL substrate fluorescence; 100% is mature enzyme control, 0% vehicle; hit rate 0.9% among 370,000;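 active means activation above the mean of all tested compounds plus 3 SD, computed per campaign excluding outliers beyond control limits, cut at about 13% in these data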
ARFGAP1 inhibitor: inhibits rat ARF GTPase activating protein 1 | AID 651572 | inhibition, % at 16.5 µM | Arfgap1-stimulated ARF1 GTP hydrolysis, GDP FP detection | hit rate 0.26% among 360,000 | Q62848;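 active means inhibition above a per-plate limit, mean inhibition of low control wells plus 3 SD, cut at about 25% in these data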;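 further: 0% = DMSO wells with enzyme and 100% = wells lacking Arfgap1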
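Material – truncated rat Arfgap1 GAP domain · Buffer or medium – HEPES-based buffer, pH 7.5 · Reagent – human ARF1(Δ1-17)-GTP substrate · Dosing – 16.5 µM single point, 1.26% DMSO · Schedule – GTP hydrolysis reaction 2 h at 25 °C · Technique – GDP detection by fluorescence polarization · Benchmarks – No-Arfgap1 wells (100%) versus DMSO full-reaction wells (0%) · Repeats – single replicate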
MBD2 inh: inhibitors of human MBD2 binding to methylated oligonucleotide; TR-FRET; inhibition, % at 4.4 µM; hit rate 0.31% among 370,000; AID 686964; in the data active means inhibition above about 13%
Target sequence (Q9UBB5 whole entry, looked up): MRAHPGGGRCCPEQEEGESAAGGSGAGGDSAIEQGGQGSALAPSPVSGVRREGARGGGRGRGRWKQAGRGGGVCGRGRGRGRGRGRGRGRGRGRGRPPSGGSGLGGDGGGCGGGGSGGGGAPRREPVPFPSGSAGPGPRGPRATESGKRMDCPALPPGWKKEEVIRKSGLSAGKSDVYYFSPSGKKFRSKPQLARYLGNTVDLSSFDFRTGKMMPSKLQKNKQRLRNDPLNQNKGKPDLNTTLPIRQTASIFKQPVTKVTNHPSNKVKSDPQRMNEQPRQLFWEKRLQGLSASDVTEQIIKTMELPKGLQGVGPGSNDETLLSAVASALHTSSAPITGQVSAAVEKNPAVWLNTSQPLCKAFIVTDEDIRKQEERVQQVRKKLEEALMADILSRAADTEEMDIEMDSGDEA
ADAM17 inh: ADAM17 inhibition, QFRET primary screen. P78536. recombinant ADAM17, EDANS/DABCYL FRET peptide cleavage. inhibition, % at 6.95 µM. hit rate 0.83% among 370,000;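 active means inhibition above the mean of compounds lying between control limits plus 3 SD, set per campaign, cut at about 8.5% in these data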;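 further: 0% = DMSO-only wells as the low control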
Target sequence (P78536 215-824 limits assumed): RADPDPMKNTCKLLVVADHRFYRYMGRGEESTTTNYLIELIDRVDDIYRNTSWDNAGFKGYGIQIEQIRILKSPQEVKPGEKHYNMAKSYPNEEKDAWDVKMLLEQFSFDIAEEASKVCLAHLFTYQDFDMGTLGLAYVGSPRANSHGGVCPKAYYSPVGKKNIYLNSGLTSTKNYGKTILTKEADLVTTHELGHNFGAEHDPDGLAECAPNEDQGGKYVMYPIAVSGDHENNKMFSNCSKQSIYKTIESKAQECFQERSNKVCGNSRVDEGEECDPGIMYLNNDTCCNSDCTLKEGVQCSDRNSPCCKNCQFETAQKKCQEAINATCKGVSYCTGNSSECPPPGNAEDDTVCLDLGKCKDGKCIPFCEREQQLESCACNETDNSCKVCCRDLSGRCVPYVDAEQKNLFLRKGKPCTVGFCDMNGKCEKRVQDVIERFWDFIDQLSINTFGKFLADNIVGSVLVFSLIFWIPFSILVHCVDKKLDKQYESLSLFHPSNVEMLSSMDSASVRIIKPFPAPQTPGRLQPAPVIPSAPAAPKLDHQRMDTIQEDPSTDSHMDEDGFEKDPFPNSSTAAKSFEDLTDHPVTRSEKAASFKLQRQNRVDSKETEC
Tn6 DDE FP: disrupts Tn6 cyclic peptide binding to fibrin D-Dimer-E complex | P02675 | Fibrin DD(E) TRITC-Tn6 fluorescence polarization displacement | inhibition, % at 8.3 µM | hit rate 0.21% among 370,000 | AID 720509;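 active means inhibition above a per-campaign cutoff: mean of compounds within control limits plus 3 SD, cut at about 15% in these data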;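 further: 0% = median of all compound wells on the plate and 100% = blocking peptide control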
ASAP1 inh: blocks human ASAP1-stimulated Arf1 GTP hydrolysis; Q9ULH1; GDP FP detection; inhibition, % at 16.5 µM; hit rate 0.19% among 360,000; in the data active means inhibition above about 25%;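 further: 0% = vehicle with enzyme and substrate and 100% = no enzyme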
UHRF1 MBD2 ctr: UHRF1 methyl-DNA binding inhibition; UHRF1 binding to methylated oligo, TR-FRET; inhibition, % at 4.4 µM; hit rate 0.75% among 370,000; AID 687016; in the data active means inhibition above about 21%;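 further: UHRF1 SRA domain binding a hemimethylated CpG hairpin DNA probe; 0% = median of test compound wells and 100% = reference inhibitor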
* = called active by the depositor; i = inactive; . = not tested or not shown.

SMILES,PLCb3 inh,PLCg1 inh,DDE Tn7 FP inh,proKLK7 act,ARFGAP1 inhibitor,MBD2 inh,ADAM17 inh,Tn6 DDE FP,ASAP1 inh,UHRF1 MBD2 ctr
CC1(c2ccccc2)C(C#N)C(=O)NC(=O)C1C#N (stereo unspecified),2,-1,-4,0.9,5,3,-1,5,-17,-1
O=C(O)Cc1ccc(NC(=O)CCN2C(=O)c3ccc([N+](=O)[O-])cc3C2=O)cc1,-4,1,6,-0.3,7,0,-3,9,6,0
CCC(c1ccccc1)C(CC)c1cc(O)c(O)c(O)c1 (stereo unspecified),3,-1,-7,0.2,5,-2,-2,-7,-14,-1
Cc1cc2nc(-c3ccc[nH]c3=O)n(Cc3ccccc3F)c2cc1C,-104,-70,1,-4.9,-1,0,-47,-14,7,3
CCCc1cc(=O)[nH]c(SCC(=O)N2c3ccccc3NC(=O)C2(C)C)n1,-5,-1,8,-0.3,16,-3,-3,-4,10,1
CCCC(=O)Nc1ccc(Cl)c(NC(=O)c2ccc([N+](=O)[O-])cc2Cl)c1,1,3,-1,0.5,2,3,1,3,-10,-4
COc1cc(CCCN2C(=O)C(=O)NC[C@@H]2CC2CCCCC2)cc(OC)c1OC,2,-1,-7,-0.2,6,-4,-3,1,3,-1
O=C(Nc1ccc2c(c1)OCCO2)c1ccc(NC(=O)C2CCCO2)cc1 (stereo unspecified),-2,2,0,0.2,3,0,-4,-7,-1,1
CC(C)C(=O)N1CCN(c2ccc(NC(=O)c3ccc(Br)o3)cc2)CC1,4,3,-6,0.1,15,-2,5,9,22,1
COc1ccccc1-n1cnnc1SC1CCOC1=O (stereo unspecified),3,1,-1,0.1,-9,0,-1,4,0,-1
COc1ccc(C(=O)Nc2cc([N+](=O)[O-])ccc2N2CCCC2)cc1,-7,0,-2,0.2,13,2,-2,2,16,-3
CCOCCSc1nnc2nc(C)cc(C)n12,1,1,-4,-0.4,-6,-2,-3,4,-17,-3
CCCc1ccc(C(O)c2ncc(-c3cccc(OC)c3)[nH]2)cc1 (stereo unspecified),-2,1,-2,0.6,4,-4,5,7,0,-1
CC(Oc1ccc(Br)cc1)C(=O)Nc1cc(Cl)ccc1N1CCN(C)CC1 (stereo unspecified),0,6,-13,0.5,22,-6,5,4,-13,1
COc1cccc(-c2nn(-c3ccccc3)cc2C(=O)n2nnc3ccccc32)c1,0,-1,2,0.1,3,3,-2,2,-5,-1
Cc1cc2c(=O)n(C)c(SCC(=O)c3cc4ccccc4o3)nc2s1,-7,-6,-3,-0.7,-5,4,2,-2,-11,0
O=S1(=O)c2ccc(N3CCCC3)cc2Oc2ccccc2CN1Cc1cn(Cc2cccc(F)c2)nn1,-3,2,-2,-0.1,.,2,-4,-3,.,1
CCC1CCCCN1C1Sc2ccc(C(=O)OC)cc2NC1=O (stereo unspecified),-3,-1,0,0.4,2,1,-4,0,-16,0
Cc1cc(C)n(C(C)CNS(=O)(=O)c2ccc(Cl)cc2)n1 (stereo unspecified),-11,0,10,-0.6,25*,10,-5,-5,8,2
O=[N+]([O-])/C(C=Nc1ccccc1O)=C\Nc1ccccc1O,2,1,-1,0.7,9,-11,-6,-4,-2,-6
O=C(O)CC(C(=O)Nc1ccc(Cl)c(Cl)c1)C1CCCO1 (stereo unspecified),0,0,4,-0.1,5,1,-3,-4,0,-1
O=C(O)c1ccccc1C(=O)N1N=C(c2ccccc2)CC1c1ccccc1O (stereo unspecified),-6,-5,3,-0.5,-7,3,-4,7,7,-3
O=C(O)/C=C/C(=O)N1N=C(c2ccco2)CC1c1ccco1 (stereo unspecified),-22,-8,7,-0.9,-3,6,-4,4,3,18
COc1ccc2nc(C)cc(SCC(=O)NNC(=O)COc3cccc4ccccc34)c2c1,-3,-1,4,-0.8,9,-3,1,-5,11,0
CCCc1ccc(C(O)c2ncc(-c3ccccc3)[nH]2)cc1 (stereo unspecified),-8,-6,3,-0.4,-5,10,-5,-6,7,5
N#Cc1ccc(-c2ccc(F)cc2)nc1Oc1ccc(Cl)c(Cl)c1,-2,-5,-5,0.5,11,5,-3,4,-10,2
COCCn1c(C)cc(C(=O)COC(=O)/C=C/c2c(C)nn(C3CCS(=O)(=O)C3)c2Cl)c1C (stereo unspecified),-1,-2,-2,0.9,1,0,-2,4,14,-2
C=CCc1cccc(/C=N/NC(=O)CCCNc2ccc(C)cc2)c1O,-13,-12,-4,-2.1,-3,3,5,-5,2,-2
Cc1ccc(OCCNC(=O)c2ccco2)cc1C,1,0,0,0.4,-14,-1,-4,4,-7,-3
Cc1sc2ncnc(N3CCC(C(=O)Nc4nc(-c5cccs5)cs4)CC3)c2c1C,-24,-26,-4,0.9,3,-5,-1,-2,-8,3
COc1ccc(S(=O)(=O)Nc2ccc3oc(C)c(C(C)=O)c3c2)cc1,-7,-4,-1,0.6,-6,4,-1,9,-10,-1
CC(=C/c1ccco1)/C=N/NC(=O)c1nnn(-c2nonc2N)c1CN(C)C,-8,-5,2,0.9,2,-2,-1,7,2,-1
CCOc1ccc2nc(SCC(=O)NC(=O)NCc3ccco3)sc2c1,-7,1,3,0.3,-6,5,2,-8,-3,1
N#Cc1c(C(F)(F)F)cc(-c2cccc(Cl)c2)[nH]c1=O,i,i,-8,20*,5,-3,i,-1,5,-1
N#Cc1cc([N+](=O)[O-])cnc1NCC(O)CO (stereo unspecified),0,0,3,-0.1,5,1,-3,0,11,1
O=C(CN1CCN(c2ccc(Cl)cc2)CC1)Nc1ccc(F)c(F)c1,1,2,0,0.1,-5,-1,2,0,1,-2
COc1ccc2cc(C(=O)N3CCc4ccccc43)[nH]c2c1,-13,-3,2,0.5,-2,-5,-1,-7,-5,-2
CSc1ncc(CN2CCc3c([nH]c4ccccc34)C2c2cccc(O)c2)cn1 (stereo unspecified),-28,-17,-9,1.1,-4,-2,8,-7,15,2
Cc1ccc(N2C(=O)CC(Sc3nccc(C)n3)C2=O)cc1 (stereo unspecified),-3,2,2,0.1,-12,3,-3,-2,-2,-1
C=CCN(C(=O)[C@@H](C1CC1)[C@@H](O)c1ccc(Cl)cc1)c1ccccc1,1,0,2,0.1,.,2,0,-2,.,-3
O=c1c2[nH]c3cccc(Cl)c3c2ncn1CCN1CCCCC1,-4,-8,-5,0.8,0,3,-11,-8,13,5
CCOC(=O)c1c(C)[nH]c(C(=O)COC(=O)c2ccco2)c1C,2,5,3,0.9,8,-6,5,0,5,2
NC(=O)NC(=O)COC(=O)c1cccc(S(=O)(=O)N2CCCCCC2)c1,-7,2,0,0.0,-2,5,1,1,-1,1
COc1ccc(/C=N/N2C(=O)CSC2=S)cc1Br,-18,-16,2,0.4,-5,0,-1,2,15,-5
COCCCn1c(=O)c2sccc2n(Cc2cc(C(=O)OC)ccc2OC)c1=O,-2,1,1,-0.2,-1,1,-5,0,6,4
COc1cccc(NC(=O)CN(C)C(=O)CSc2nc3ccccc3s2)c1,-2,2,7,0.1,-6,7,-3,-2,3,3
COc1ccc(-n2c(CCc3ccccc3)nnc2SCC(=O)c2ccccc2)cc1,0,-1,-2,1.2,-6,0,4,1,-11,0
CC(C)(C)c1ccc(C(=O)n2cnc3ccccc32)cc1,-9,-2,8,-0.3,4,4,-6,-6,0,2
Clc1ccccc1CSc1cc2c(nn1)-c1ccccc1CC2,4,6,1,0.0,4,-5,-1,0,4,0
CC(=O)c1ccc(NC(=O)Nc2cccnc2)cc1,-2,3,-3,0.1,-3,-3,0,9,4,3
COc1nc(NC2CCCCC2)nc(N2CCCCCC2)n1,5,3,-3,-0.3,-2,0,2,-3,0,0
CN1C(C(=O)Nc2ccc(OC(F)(F)F)cc2)=CC(c2cccs2)=NS1(=O)=O,-8,2,0,-0.2,10,-6,13*,-6,12,-4
O=C(N/N=C1/CCCc2ccccc21)c1cc([N+](=O)[O-])cc([N+](=O)[O-])c1,1,3,-1,0.0,6,-4,-1,-2,-5,-2
COC(=O)Cc1ccc(NC(=O)c2ccccc2Br)cc1,2,2,-10,0.2,-2,3,2,4,-6,1
Cc1sc2nc(-c3cccnc3)[nH]c(=O)c2c1-c1ccccc1,-104,-51,3,-0.5,15,6,-14,-2,4,2
O=C(c1cnn(-c2cccc(F)c2)c1)c1ccccc1O,-7,-1,0,0.1,1,-1,-1,-2,3,-2
CCn1cc(C(=O)OC(C)C(=O)Nc2c(C)n(C)n(-c3ccccc3)c2=O)c(=O)c2ccc(C)nc21 (stereo unspecified),4,-1,8,0.3,-12,-7,-2,-3,-11,1
COc1ccc(CN2C(=O)N3Cc4cc(OC)ccc4C3CS2(=O)=O)cc1 (stereo unspecified),-2,0,5,0.2,.,-4,-1,1,.,-1
CCOC(=O)c1csc(NC(=O)c2cc(-c3ccccn3)nc3ccccc23)n1,-3,1,3,0.3,4,2,-5,-12,6,3
O=C(CCCCCn1c(=S)[nH]c2ccc(Br)cc2c1=O)NCC1CCCO1 (stereo unspecified),-2,0,5,0.2,-8,1,-3,-1,3,-3

ARFGAP1 inhibitor, entries above that show a hit
SMILES,PLCb3 inh,PLCg1 inh,DDE Tn7 FP inh,proKLK7 act,ARFGAP1 inhibitor,MBD2 inh,ADAM17 inh,Tn6 DDE FP,ASAP1 inh,UHRF1 MBD2 ctr
Cc1cc(C)n(C(C)CNS(=O)(=O)c2ccc(Cl)cc2)n1 (stereo unspecified),-11,0,10,-0.6,25*,10,-5,-5,8,2

Further results follow.
SMILES,PLCb3 inh,PLCg1 inh,DDE Tn7 FP inh,proKLK7 act,ARFGAP1 inhibitor,MBD2 inh,ADAM17 inh,Tn6 DDE FP,ASAP1 inh,UHRF1 MBD2 ctr
O=C(CSc1ccsc1[N+](=O)[O-])NCc1ccco1,0,0,0,0.3,-7,-1,-2,0,-2,5
C/C(=N\NC(=O)CC(C)C)c1ccc(N2CCCCC2)cc1,-6,-1,-2,-0.6,9,-1,3,-2,8,5
CN(CC(=O)Nc1ccc(S(=O)(=O)N(C)C)cc1)Cc1ccc(C(F)(F)F)cc1,-6,-2,1,0.2,-4,-6,0,5,1,1
COCC(=O)N1CCC(C(=O)NC2CCCc3ccccc32)CC1 (stereo unspecified),3,2,-6,-0.1,.,0,1,1,.,1
CN(C)CCNC(=O)CNC(=S)N(Cc1ccccc1)Cc1ccccc1F,-7,0,1,-0.2,-14,1,-5,2,-8,-2
CC1CN(S(=O)(=O)c2ccc(NC(=O)CCN3C(=O)c4ccccc4C3=O)cc2)CC(C)O1 (stereo unspecified),1,0,-8,-0.1,4,3,-2,-14,0,-1
COc1ccc(OCC(=O)NCc2ccc(Cl)cc2)cc1,-6,3,-6,0.6,8,0,-1,1,7,-1
